SUMO1-SIM PPI = modulators of human SUMO1-mediated protein-protein interactions. 0.33% of 360,000 active. SUMO1 binding to a labelled peptide, TR-FRET, 1 h. AID 602429. inhibition, % at 20 µM; in the data active = inhibition above about 37%
NadD block = blocks S. aureus nicotinate mononucleotide adenylyltransferase; 0.78% of 360,000 active; inhibition, % at 20 µM; AID 602399; purified NadD enzyme, colorimetric absorbance read-out; in the data active = inhibition above about 26%; note: some compounds past the cut are filed as inactive
SKN-1 block = blocks SKN-1 activity in C. elegans; C. elegans VP596 Pgst-4::GFP/RFP ratio, acrylamide-induced, 24 h; inhibition, % at 21.8 µM; 0.49% of 360,000 active; AID 624304;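 active = interference check ratio from 0.5 to 1.5 plus GFP to RFP signal ratio inhibition reaching or exceeding a fixed threshold, cut at about 30% in these data, passing the limit was not always enough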; note: some compounds called inactive have numbers as strong as hits
Rpn11 inh = Rpn11 (human) deubiquitinase inhibition; AID 588493; O00487; human 26S proteasome, Ub4-pepOG fluorescence polarization; 20S core pre-blocked with epoxomicin; calls only at 20 µM; 0.59% of 360,000 active;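 active = inhibition at 20 µM, scaled to each plate's controls, above about 33%, limit read from the data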
NRP1-CendR mod = modulators of CendR peptide binding to human neuropilin-1. O14786. FAM-RPARPAR peptide binding to NRP-1, fluorescence polarization. inhibition, % at 25 µM. 0.85% of 360,000 active. AID 602438;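 active = inhibition or corrected inhibition above about 18%, plus a signal ratio from 0.5 to 1.5, limit read from the data, passing the limit was not always enough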; note: strong numbers were not always called active
Target sequence (O14786 whole entry, looked up): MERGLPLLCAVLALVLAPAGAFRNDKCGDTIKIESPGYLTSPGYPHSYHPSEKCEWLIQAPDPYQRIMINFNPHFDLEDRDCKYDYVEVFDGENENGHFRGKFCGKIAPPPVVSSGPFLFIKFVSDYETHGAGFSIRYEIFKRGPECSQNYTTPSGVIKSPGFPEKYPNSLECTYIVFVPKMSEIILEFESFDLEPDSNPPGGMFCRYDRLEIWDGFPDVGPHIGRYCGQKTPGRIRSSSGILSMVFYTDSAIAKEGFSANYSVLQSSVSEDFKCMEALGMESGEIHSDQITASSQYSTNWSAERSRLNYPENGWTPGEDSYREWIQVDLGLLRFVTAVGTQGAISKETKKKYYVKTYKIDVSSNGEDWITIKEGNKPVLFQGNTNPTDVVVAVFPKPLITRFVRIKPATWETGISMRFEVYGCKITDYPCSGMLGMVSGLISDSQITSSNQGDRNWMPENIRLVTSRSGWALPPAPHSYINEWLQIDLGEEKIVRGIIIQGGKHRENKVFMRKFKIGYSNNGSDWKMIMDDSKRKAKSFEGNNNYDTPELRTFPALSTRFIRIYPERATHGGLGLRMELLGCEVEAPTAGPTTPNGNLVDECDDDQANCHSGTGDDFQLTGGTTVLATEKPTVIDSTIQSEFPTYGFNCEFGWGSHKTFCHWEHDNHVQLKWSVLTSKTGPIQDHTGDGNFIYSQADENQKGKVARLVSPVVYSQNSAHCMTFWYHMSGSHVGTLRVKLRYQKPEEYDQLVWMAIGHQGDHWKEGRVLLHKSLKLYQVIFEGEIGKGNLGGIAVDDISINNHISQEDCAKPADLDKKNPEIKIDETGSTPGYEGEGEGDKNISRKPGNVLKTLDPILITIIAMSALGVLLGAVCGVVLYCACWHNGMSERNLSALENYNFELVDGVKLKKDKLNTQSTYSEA
MT1-MMP act inh = inhibitors of human MT1-MMP activation; P50281; HT1080 RFP-PRO-GFP cells, GFP/RFP ratio fluorescence, overnight; percent of plate control window, DMSO zero; GFP/RFP ratio change, % at 20 µM; 0.061% of 360,000 active; AID 651647;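 active = GFP/RFP ratio change of at least 30% with cell ATP level not reduced by more than half and red fluorescence within 50% of control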; note: strong numbers were not always called active
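Material: RFP-PRO-GFP reporter HT1080 cells. Dosing: single-point 20 µM compound, 1% DMSO. Controls: DMSO and RFP-L50D-GFP cell wells. Timing: cells overnight before dosing, compound overnight, 37 °C, 5% CO2. Measure: GFP/RFP fluorescence ratio.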
DNMT1 block = inhibitors of human DNMT1; P26358; DNMT1 molecular beacon, Hinp1I cleavage, fluorescence; inhibition (reported as % activation of signal), % at 10 µM; 0.83% of 360,000 active; in the data active = inhibition above about 50%
Scp-1 inhibitor = blocks human Scp-1 phosphatase activity. Q9GZU7. Recombinant Scp1, phosphopeptide, malachite green phosphate absorbance. inhibition, % at 20 µM. 0.88% of 340,000 active;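 active = inhibition above about 50% at 20 µM, limit read from the data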;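 note: plate controls were DMSO wells with enzyme for no effect and wells lacking enzyme for full effect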
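Times: enzyme reaction 45 min at room temperature, colour 5 min, stabilisation 30 min. Material: SCP-1 catalytic fragment, aa 76-261. Medium: Acidic Tris acetate buffer with magnesium and detergent. Signal: colorimetric free-phosphate detection, absorbance 630 nm. Read-out basis: % inhibition of SCP-1 phosphate liberation. Reagent: Phosphorylated 17-residue peptide substrate.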
STEP block = inhibitors of human striatal-enriched phosphatase STEP; P54829; recombinant STEP, OMFP fluorogenic substrate, fluorescence; inhibition, % at 20 µM; 0.25% of 360,000 active; AID 588621;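 active = inhibition at 20 µM, scaled per plate between control wells, above about 37%, limit read from the data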;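 note: 0% = DMSO with enzyme and substrate and 100% = substrate only without enzyme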
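material = STEP tyrosine phosphatase | reagent = fluorogenic phosphatase substrate OMFP at 25 µM final | doses = single compound dose of 20 µM, 1% DMSO final | schedule = 20 min reaction, room temperature, in the dark | measured by = fluorescence, 480/540 nm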
LMPTP block = LMPTP (human) inhibition; 0.22% of 360,000 active; P24666; AID 651560; inhibition, % at 20 µM; recombinant LMPTP-A, OMFP fluorogenic substrate, fluorescence intensity;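 active = compounds that cut the enzyme signal by at least half of the control window in the single-dose screen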;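 note: plate controls were DMSO wells with enzyme plus substrate for no effect and substrate without enzyme for full effect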
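Test system – LMPTP-A phosphatase enzyme · Quantity – 0.625 nM LMPTP-A final · Reagent – OMFP substrate, 400 µM final · Dosing – one test concentration per compound, 20 µM, with 3% DMSO overall · Timing – 50 min enzyme reaction at room temperature, protected from light · Detection – fluorescence intensity · Controls – substrate-only low control, DMSO enzyme-plus-substrate high control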
The depositor's hits bear a star.

Cc1nc2cc(CC(=O)O)ccc2o1 was read as SUMO1-SIM PPI 4, NadD block 7, SKN-1 block -9, Rpn11 inh inactive, NRP1-CendR mod 4, MT1-MMP act inh 0, DNMT1 block 5, Scp-1 inhibitor 5, STEP block -3 and LMPTP block -0.2.
`Cc1ccc(C(=O)NC(=S)N2CCN(c3cc(C)ccc3C)CC2)cc1` gave SUMO1-SIM PPI 1, NadD block 4, SKN-1 block 0, Rpn11 inh inactive, NRP1-CendR mod -8, MT1-MMP act inh 0, DNMT1 block -2, Scp-1 inhibitor -6, STEP block 3 and LMPTP block 3.2.
COc1ccccc1Cn1c(C)c(C(=O)NCCC#N)sc1=O was read as SUMO1-SIM PPI -2, NadD block 0, SKN-1 block 5, Rpn11 inh inactive, NRP1-CendR mod -2, MT1-MMP act inh 7, DNMT1 block -3, STEP block 3 and LMPTP block 2.0.
Screening Cc1cccc2cc(C3CC(c4cccs4)=NN3C(=O)CCC(=O)O)c(Cl)nc12 (configuration not stated) returned SUMO1-SIM PPI -4, NadD block 3, SKN-1 block 2, Rpn11 inh inactive, NRP1-CendR mod -9, MT1-MMP act inh 2, DNMT1 block 2, Scp-1 inhibitor 24, STEP block 1 and LMPTP block 0.5.
Screening O=C(NNc1c(F)c(F)cc(F)c1F)c1ccco1 returned SUMO1-SIM PPI -2, NadD block -2, SKN-1 block -4, Rpn11 inh inactive, NRP1-CendR mod 1, MT1-MMP act inh -3, DNMT1 block 4, Scp-1 inhibitor -9, STEP block 1 and LMPTP block -0.5.
`Cc1c(C(=O)Nc2ccc(OCc3ccccc3)cc2)cccc1[N+](=O)[O-]` gave SUMO1-SIM PPI 1, NadD block -2, SKN-1 block 4, Rpn11 inh inactive, NRP1-CendR mod 15, MT1-MMP act inh -5, DNMT1 block 6, Scp-1 inhibitor -8, STEP block -7 and LMPTP block 0.3.
For Oc1ccc(-c2csc(-c3cccnc3)n2)c(O)c1 the results were SUMO1-SIM PPI 7, NadD block -4, SKN-1 block 3, Rpn11 inh inactive, NRP1-CendR mod 14, MT1-MMP act inh -7, DNMT1 block 3, Scp-1 inhibitor -13, STEP block 3 and LMPTP block 0.7.
For CC(C)Cn1cnc2c1c(=O)n(CC(=O)O)c(=O)n2Cc1ccccc1 the results were SUMO1-SIM PPI 2, NadD block -7, SKN-1 block -3, Rpn11 inh inactive, NRP1-CendR mod -4, MT1-MMP act inh 1, DNMT1 block -1, Scp-1 inhibitor -1, STEP block -1 and LMPTP block -1.3.
Screening CC1CCc2c(C(=O)NCCCN3CCOCC3)csc2C1 (configuration not stated) returned SUMO1-SIM PPI 12, NadD block 1, SKN-1 block -1, Rpn11 inh inactive, NRP1-CendR mod 13, MT1-MMP act inh -3, DNMT1 block -1, Scp-1 inhibitor -4, STEP block -4 and LMPTP block -1.2.
NC(=O)C1=C[C@H](c2csc3ccccc23)C[C@H](OCc2ccc(CO)cc2)O1 was read as SUMO1-SIM PPI -3, NadD block -1, SKN-1 block 3, Rpn11 inh inactive, NRP1-CendR mod -16, MT1-MMP act inh -6, DNMT1 block -12, Scp-1 inhibitor 0, STEP block -2 and LMPTP block 3.6.
CC(=O)C(=Nc1ccccc1Cl)NNc1ccc(Cl)cc1 was read as SUMO1-SIM PPI -14, NadD block 2, SKN-1 block 4, Rpn11 inh inactive, NRP1-CendR mod -9, MT1-MMP act inh 20, DNMT1 block -7, Scp-1 inhibitor -7, STEP block 1 and LMPTP block 1.8.
Screening CC(=O)Nc1cccc(C(=O)OC(C(=O)c2ccc(C)c(C)c2)c2ccccc2)c1 (configuration not stated) returned SUMO1-SIM PPI 0, NadD block -1, SKN-1 block 20, Rpn11 inh inactive, NRP1-CendR mod -3, MT1-MMP act inh 2, DNMT1 block -13, Scp-1 inhibitor -11, STEP block 0 and LMPTP block 5.5.
`CC(=O)Nc1ccc(-c2cn3ccsc3n2)cc1` gave SUMO1-SIM PPI 2, NadD block -3, SKN-1 block 14, Rpn11 inh inactive, NRP1-CendR mod 7, MT1-MMP act inh 2, DNMT1 block 1, Scp-1 inhibitor -5, STEP block 6 and LMPTP block -0.2.
COc1ccc(Cl)cc1N(C(C)C(=O)O)S(C)(=O)=O (configuration not stated) was read as SUMO1-SIM PPI -1, NadD block -5, SKN-1 block 7, Rpn11 inh inactive, NRP1-CendR mod 4, MT1-MMP act inh -5, DNMT1 block 0, Scp-1 inhibitor -9, STEP block 0 and LMPTP block 0.1.
For CC(=O)c1cccc(NC(=O)N2CCCC2C(=O)NC2CCCC2)c1 (configuration not stated) the results were SUMO1-SIM PPI 4, NadD block -4, SKN-1 block 18, Rpn11 inh inactive, NRP1-CendR mod 1, MT1-MMP act inh -1, DNMT1 block 2, Scp-1 inhibitor -5, STEP block -2 and LMPTP block -1.3.
For O=C(CN1CCCC1)NCC12CC3CC(CC(C3)C1)C2 the results were SUMO1-SIM PPI 3, NadD block -1, SKN-1 block 17, Rpn11 inh inactive, NRP1-CendR mod -14, MT1-MMP act inh 0, DNMT1 block 1, Scp-1 inhibitor -6, STEP block 1 and LMPTP block -0.2.
Screening Cc1cc(C)nc(NC(=O)CSc2nnnn2-c2ccccc2)n1 returned SUMO1-SIM PPI 3, NadD block 0, SKN-1 block -9, Rpn11 inh inactive, NRP1-CendR mod -8, MT1-MMP act inh 5, DNMT1 block 3, Scp-1 inhibitor -5, STEP block -7 and LMPTP block -2.7.
`S=c1nc(C2CCCCC2)[nH]c2ccccc12` gave SUMO1-SIM PPI -1, NadD block 4, SKN-1 block -4, Rpn11 inh inactive, NRP1-CendR mod -12, MT1-MMP act inh 0, DNMT1 block -5, Scp-1 inhibitor -1, STEP block -2 and LMPTP block 0.2.
COc1ccc(C(OC(=O)c2c(C)noc2C)C(=O)NC2CCCC2)cc1 (configuration not stated) was read as SUMO1-SIM PPI 4, NadD block -3, SKN-1 block -1, Rpn11 inh inactive, NRP1-CendR mod -2, MT1-MMP act inh 0, DNMT1 block 0, Scp-1 inhibitor -8, STEP block -8 and LMPTP block -2.2.
Cc1ccc(C2=NNC(C(O)C(O)C(O)C(O)CO)S2)cc1 (configuration not stated) was read as SUMO1-SIM PPI -8, NadD block -3, SKN-1 block 6, Rpn11 inh inactive, NRP1-CendR mod 1, MT1-MMP act inh -6, DNMT1 block -2, Scp-1 inhibitor -4, STEP block -1 and LMPTP block -1.5.
For c1ccc(OCc2nnc3sc(-c4cccs4)nn23)cc1 the results were SUMO1-SIM PPI -13, NadD block 10, SKN-1 block 18, Rpn11 inh inactive, NRP1-CendR mod -11, MT1-MMP act inh 2, DNMT1 block 3, Scp-1 inhibitor -4, STEP block 7 and LMPTP block 4.2.
Screening Nc1nc(SCc2ccccc2)c2ncn(C3CCCO3)c2n1 (configuration not stated) returned SUMO1-SIM PPI 4, NadD block 0, SKN-1 block 1, Rpn11 inh inactive, NRP1-CendR mod 3, MT1-MMP act inh 3, DNMT1 block 1, Scp-1 inhibitor -10, STEP block 3 and LMPTP block 1.1.
For CCOc1cc(Br)c(/C=C2/C(=O)N(C)C(=S)N2CC(=O)OC)cc1OC the results were SUMO1-SIM PPI -2, NadD block -5, SKN-1 block 8, Rpn11 inh inactive, NRP1-CendR mod 0, MT1-MMP act inh -1, DNMT1 block 0, Scp-1 inhibitor -5, STEP block 3 and LMPTP block 0.3.
`CN1CCN([C@@H]2CS(=O)(=O)N[C@H]2COCc2ccccc2)CC1` gave SUMO1-SIM PPI 0, NadD block -3, SKN-1 block -1, Rpn11 inh inactive, NRP1-CendR mod 4, MT1-MMP act inh 2, DNMT1 block -4, STEP block -2 and LMPTP block -3.8.
Screening COC(=O)c1c(NC(=O)c2ccc(C(=O)c3ccccc3)cc2)sc2c1CC(C)(C)NC2(C)C returned SUMO1-SIM PPI -10, NadD block 13, SKN-1 block -3, Rpn11 inh inactive, NRP1-CendR mod -2, MT1-MMP act inh 1, DNMT1 block -1, STEP block 11 and LMPTP block 6.4.
For COc1ccccc1-n1c(SCC(=O)Nc2cccc3ccccc23)nc(O)cc1=O the results were SUMO1-SIM PPI 1, NadD block 8, SKN-1 block 10, Rpn11 inh inactive, NRP1-CendR mod -15, MT1-MMP act inh 3, DNMT1 block 0, Scp-1 inhibitor -6, STEP block -2 and LMPTP block 0.0.
`COC(=O)CSc1nc2ccc(C)cc2[nH]1` gave SUMO1-SIM PPI 0, NadD block 0, SKN-1 block -1, Rpn11 inh inactive, NRP1-CendR mod 2, MT1-MMP act inh -3, DNMT1 block 1, Scp-1 inhibitor 0, STEP block -2 and LMPTP block 0.5.
Screening CC(C)c1cc(Cn2c3ccccc3c(=O)n2C(C)Cn2cc(CCc3ccccc3)nn2)on1 (configuration not stated) returned SUMO1-SIM PPI -1, SKN-1 block 6, NRP1-CendR mod 11, MT1-MMP act inh 2 and LMPTP block -1.1.
For CC(O)[C@H]1CNCCN1CC1(c2ccccc2)CC1 (some centres not stated) the results were SUMO1-SIM PPI -3, NadD block -1, SKN-1 block 13, Rpn11 inh inactive, NRP1-CendR mod -2, MT1-MMP act inh 4, DNMT1 block 1, Scp-1 inhibitor -8, STEP block -2 and LMPTP block -2.7.

High-throughput results deposited in PubChem by Sanford-Burnham Center for Chemical Genomics.
